Assay outcomes from PubChem.
TSHR antagonist = blocks TSH signaling through the human TSH receptor; P16473; TSHR-expressing cells, TSH-stimulated cAMP HTRF, 2 h; hits give low values; activity change, negative = inhibition, % at 11.5 µM; 0.2% of 330,000 active;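 active = activity change below a set negative limit, meaning inhibition stronger than a set level, cut at about -70% in these data; inconclusive = activity change between two set negative limits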; note: % is set by controls: 0 for no effect and ±100 for the full control effect
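Read-out is FRET at 665 nm (cryptate excitation 337 nm) from a cryptate-tagged anti-cAMP antibody, competed by cell cAMP against cAMP-d2. Compounds are tested on freshly harvested TSHR cells challenged with 4nM TSH (EC80) for 2 hours at 37 deg C.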
MBNL1 CUG block = MBNL1-poly(CUG) RNA binding inhibition | Potency, µM (titrated, usually from 57.5 µM), inactives show at the top dose activity change, negative = inhibition, actives largely listed as inhibitors | TR-FRET MBNL1-His/biotin-(CUG)12 binding, 665/545 ratio | 0.036% of 280,000 active | Q9NR56; active = well fitted inhibition curve with a large enough effect in the signal ratio, with a control signal flat, not every such curve was filed as active; inconclusive = small, poorly fitted or top-dose-only effect, or effect the other way, or a change in a side signal; inactive = no such curve, though single readings can be large or run the other way; the % refers to the signal ratio; note: potency is the fitted concentration of half-maximal effect; % is set by controls: 0 for no effect and ±100 for the full control effect
Target sequence (Q9NR56 whole entry, looked up): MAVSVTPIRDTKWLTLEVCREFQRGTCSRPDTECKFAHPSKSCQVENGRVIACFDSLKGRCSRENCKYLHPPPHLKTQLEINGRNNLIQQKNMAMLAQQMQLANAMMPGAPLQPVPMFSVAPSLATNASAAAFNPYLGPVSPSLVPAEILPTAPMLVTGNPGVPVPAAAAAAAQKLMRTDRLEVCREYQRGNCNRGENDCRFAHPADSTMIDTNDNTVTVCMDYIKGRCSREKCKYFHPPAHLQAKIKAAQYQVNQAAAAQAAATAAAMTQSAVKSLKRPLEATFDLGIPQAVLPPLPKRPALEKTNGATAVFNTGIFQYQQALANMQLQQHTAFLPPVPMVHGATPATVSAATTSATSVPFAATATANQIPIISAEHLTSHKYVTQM
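Compound titration spanned 92 nM–58 uM against the MBNL1-His/biotin-(CUG)12 complex. After 60 min at room temperature with 5 nM streptavidin-XL665 and 0.055 ng/ul terbium anti-His, ratiometric 665/545 nm emission (Ex 340 nm) normalized to controls.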
ASM inhibitor = human S-ASM enzyme inhibition. placental ASM, HMU-PC fluorogenic substrate, 60 min. Potency, µM (doses to about 57.5 µM), without a hit: top-dose activity change, negative = inhibition, usual class: inhibitors. 0.006% of 340,000 active. AID 504937; note: potency is the fitted concentration of half-maximal effect
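Human placenta-derived ASM enzyme was preincubated with compound for 10 minutes at room temperature, then given fluorogenic substrate HMU-PC0 (9 uM final) for 60 minutes at 37 °C; a pH 10 stop preceded fluorescence reading at Ex 386/Em 447 nm.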
A-T KAP1 phos = candidate therapy for ataxia-telangiectasia; […] A-T fibroblasts, KAP-1 phosphorylation AlphaLISA; neocarzinostatin DNA damage 30 min before lysis; Potency, µM (doses to about 57.5 µM), inactives show at the highest dose activation, hits mostly activators; 0.19% of 320,000 active; note: potency is the fitted concentration of half-maximal effect; % of control where 0% means no effect; nearly all actives have a fitted effect of over 45% in size
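hTERT-immortalized A-T patient fibroblasts ([…]), 500 cells/well in OPTI-MEM, 1% FBS, got compounds for 60 min, then NCS for 30 min at 37C. Lysates were then assayed for phospho-KAP-1 by AlphaLISA (anti-pKAP1 donor, anti-KAP1 acceptor beads), 6 hr at 25C.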
PTAP TSG101 blk = blocks PTAP/TSG101 interaction to inhibit HIV-1 budding; Fluorescence polarization, FITC-PTAP peptide / Tsg101 binding; Potency, µM (highest dose often 115 µM), for inactives: top-dose activity change, negative = inhibition, most hits filed as inhibitors; 340,000 tested, under 10 active; active = well fitted inhibition curve with a large enough effect in the main read-out, with a control signal flat, not every such curve was filed as active; inconclusive = small, poorly fitted or top-dose-only effect, or effect the other way, or a change in a side signal; inactive = no such curve, though single readings can be large or run the other way; note: potency is the fitted concentration of half-maximal effect; % of control where 0% means no effect
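Fluorescence polarization binding of Tsg101 binding domain (10 uM final) to FITC-labeled PTAP peptide (50 nM final) in HEPES pH 7.5 buffer with NaCl, Tween 20, EDTA, TCEP. Compounds added before peptide; binding 20 min at RT.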
MLL CXXC-DNA inh = inhibitors of human MLL CXXC domain-DNA interaction; Q03164; MLL-CXXC / FITC-HOXA9 DNA fluorescence polarization; Potency, µM (doses to about 115 µM), for inactives: top-dose activity change, negative = inhibition, most hits filed as inhibitors; 0.037% of 290,000 active; AID 2662; active = well fitted inhibition curve with a large enough effect in the polarisation, with a control signal flat, not every such curve was filed as active; inconclusive = small, poorly fitted or top-dose-only effect, or effect the other way, or a change in a side signal; inactive = no such curve, though single readings can be large or run the other way; the % refers to the polarisation; note: potency is the fitted concentration of half-maximal effect
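Fluorescence polarization: 7 uM MLL-CXXC (stock) preincubated 5 min with compounds, then 50 nM fluorescein-HOX-A9 DNA (stock) added; 30 min ambient. Buffer 50 mM Tris-HCl pH 7.5, 50 mM NaCl, 1 mM DTT, 0.05% BSA.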
TCR activator = activators of T cell receptors; primary human leukocytes, anti-CD3, IL-2 HTRF, 48 h; Potency, µM (top dose mostly 9.22 µM), for the others: at the top dose activation of IL-2 secretion, most hits filed as activators; 330,000 tested, under 10 active; AID 504894; note: % of control where 0% means no effect
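Activity was scored as IL-2 release from primary human leukocytes given only a TCR signal (a-CD3 beads) plus compound for 48 hr. Detection used a two-antibody HTRF format read at 665nm.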
Mito fusion act = inhibitors of mitochondrial division or activators of mitochondrial fusion; S. cerevisiae fusion-defective mutant growth rescue, CellTiterGlo 48 h; Potency, µM (top dose mostly 46.1 µM), without a hit: at the highest dose growth rescue (activation), actives largely listed as activators; 0.23% of 320,000 active; AID 485298;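 note: potency is the fitted concentration of half-maximal effect; % of control where 0% means no effect; nearly all actives have a fitted effect of over 45% in size; temperature-sensitive fusion mutants such as fzo1-1 at 37 °C on non-fermentable ethanol glycerol medium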
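Yeast fusion mutant, YPEG (non-fermentable carbon), compound, 48 h at 37C non-permissive; CellTiterGlo added, 10 min RT, luminescence read. Rescued growth = division inhibition.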
Integrin act MD = activators of alpha7 integrin expression for muscular dystrophy; alpha7betagal myoblasts, beta-gal FDG fluorescence, 48 h; Potency, µM (highest dose often 38.3 µM), for the others: at the top dose activation, usual class: activators; 0.064% of 350,000 active;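 note: potency is the fitted concentration of half-maximal effect; 100% = response of the positive control SU9516; nearly all actives have a fitted effect of over 60% in size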
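alpha7betagal+/- myoblasts (passage 13, 250/well) treated 48 h at 37C with compounds at 1:260 dilution of DMSO stock. Lysed, then beta-galactosidase activity read as FDG fluorescence (ex 480/em 540) after 30 min, with pre-read for autofluorescence.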
Menin MLL FP TR = inhibitors of human menin-MLL interaction, mutant MLL peptide; Potency, µM (highest dose often 61.6 µM), without a hit: at the highest dose FP activity change, negative = inhibition, most hits filed as inhibitors; Menin + Texas Red MLL mutant peptide, fluorescence polarization; AID 1768; O00255; 0.23% of 270,000 active; active = well fitted inhibition curve with a large enough effect in the polarisation, with a control signal flat, not every such curve was filed as active; inconclusive = small, poorly fitted or top-dose-only effect, or effect the other way, or a change in a side signal; inactive = no such curve, though single readings can be large or run the other way; the % refers to the polarisation; note: potency is the fitted concentration of half-maximal effect; % of control where 0% means no effect; many of its hits are not listed in these tables
Target sequence (O00255 whole entry, looked up): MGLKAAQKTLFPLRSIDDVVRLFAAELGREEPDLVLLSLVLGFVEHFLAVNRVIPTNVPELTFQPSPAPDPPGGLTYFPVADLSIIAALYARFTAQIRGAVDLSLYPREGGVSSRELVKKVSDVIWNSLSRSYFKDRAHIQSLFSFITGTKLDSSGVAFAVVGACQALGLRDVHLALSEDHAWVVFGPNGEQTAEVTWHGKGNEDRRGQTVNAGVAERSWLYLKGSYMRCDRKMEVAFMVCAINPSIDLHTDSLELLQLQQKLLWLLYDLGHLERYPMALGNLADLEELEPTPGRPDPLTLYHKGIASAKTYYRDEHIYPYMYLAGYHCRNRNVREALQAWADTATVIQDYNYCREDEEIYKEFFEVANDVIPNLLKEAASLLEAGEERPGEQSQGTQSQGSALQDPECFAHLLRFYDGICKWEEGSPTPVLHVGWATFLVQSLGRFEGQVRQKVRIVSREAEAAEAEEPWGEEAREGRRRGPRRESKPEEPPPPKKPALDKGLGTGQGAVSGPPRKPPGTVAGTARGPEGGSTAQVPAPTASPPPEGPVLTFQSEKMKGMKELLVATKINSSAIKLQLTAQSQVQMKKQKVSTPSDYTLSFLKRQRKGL
* hit, by the source's call; i = inactive; u = inconclusive; x = no result given; [ ] = dose if it differs, or a comment. Unless noted, calls come from the whole dose curve; as a rule, active = well fitted curve in the direction sought with a large enough effect; inconclusive = small, poorly fitted or top-dose-only effect, or another doubt; inactive = no such curve, though single readings can be large; an effect the other way counts as inactive or inconclusive. Not all compounds are listed; the hit share may differ from the screen's.

SMILES	TSHR antagonist	MBNL1 CUG block	ASM inhibitor	A-T KAP1 phos	PTAP TSG101 blk	MLL CXXC-DNA inh	TCR activator	Mito fusion act	Integrin act MD	Menin MLL FP TR
O=C1C(F)=CC(COC(c2ccccc2)(c2ccccc2)c2ccccc2)OC1n1cc(F)c(=O)[nH]c1=O (stereo not drawn)	x	x	u	x	-1.2%	x	-8.2%	x	-51.5%[inhibitor]	x
COc1ccc(NC(=O)COC(=O)CC2CCCC2)cc1	-4.1	x	2.6%	-2.3%	-0.9%	x	-4.6%	x	2.2%	x
CC(C)COC(=O)Nc1ccc(C(=O)O)cc1	-13.0	-0.7%	0.4%	0.2%	0.8%	-7.4%	x	2.3%	5.5%[7.66 µM]	-24.8%
Cc1cc(C)c(S(=O)(=O)N2CCN(C(=O)C3COc4ccccc4O3)CC2)c(C)c1 (stereo not drawn)	-8.7	x	-4.3%	2.3%	-4.5%	x	-2.6%	u	19.9%	x
COc1ccc2c(c1)c(=O)oc1c(C)c(OCc3cc(C(=O)O)oc3C)ccc12	8.7	-7.6%	218.4%[activator]	4.9%	-8.0%	1.4%	-3.1%	19.5%	10.2%	26.9%
COc1ccc(C(C(=O)NC2CCCC2)N(C(=O)c2ccco2)c2ccc(OC)c(OC)c2)cc1 (stereo not drawn)	6.7	-3.5%	1.8%	3.9%	-4.1%	-1.2%	-5.1%[46.1 µM]	-1.4%	-31.6%	8.0%
Cc1cc(Cl)c(S(N)(=O)=O)cc1OCC(=O)NC1CCCCC1	11.6	2.0%	3.5%	-5.4%	-1.3%	6.2%	-2.8%	0.1%	-3.9%	-14.6%
CCOC(=O)c1[nH]c(C)c(C(=O)N(C)Cc2ccccc2)c1C	-4.1	-1.6%	1.3%	-0.6%	0.0%	-8.8%	-2.5%	-3.0%	3.4%	9.2%
Cc1nc2cc(S(=O)(=O)N(C)C)ccc2n1-c1ccccc1	2.7	-3.2%	-0.6%	4.8%	-7.1%	-4.4%	13.2%	-3.7%	-4.1%	2.0%
COCCCNC(=O)C(=O)NCCCOC(C)C	-4.4	-1.3%	6.6%	-2.6%	-11.2%	-0.4%	x	-2.2%	21.0%	4.4%
C=CCn1c(=O)c2ccccc2n2c(SCc3cc(=O)n4ccsc4n3)nnc12	-0.4	-6.0%	2.6%	0.0%	-3.1%	3.9%	-2.4%	2.0%	-4.4%	2.1%
O=C(c1cc(-c2ccccc2)nn1-c1ccccc1)N1CCN(S(=O)(=O)c2c(F)cccc2F)CC1	-1.9	x	-0.5%	3.1%	-1.7%	x	5.2%	1.2%	-13.0%	x
CC1CN(S(=O)(=O)c2cccc(C(=O)OCc3cc(=O)oc4cc(O)ccc34)c2)CC(C)O1 (stereo not drawn)	-21.3	15.4%	433.0%[activator]	-1.4%	-8.2%	-4.4%	-9.1%	-6.8%	-26.9%	u
Cc1cccc(/C=C/C(=O)c2ccc([N+](=O)[O-])o2)c1	-35.4	x	2.0%	u	-17.8%	x	-5.6%	-40.4%[inhibitor]	-35.1%	x
COc1ccc(C(=O)NC2=NCCS2)c(OC)c1	6.3	-2.4%	-2.3%	-5.6%	0.0%	62.5%[activator]	-0.9%	-4.8%	9.8%	0.8%
N#Cc1c(-c2ccccc2)nc(-c2cccnc2)[nH]c1=O	-2.2	10.4%	1.7%	-13.3%	-5.3%	-15.1%	-7.4%	-2.7%	11.2%	-5.8%
COc1cccc(-c2nnn(C/C(N)=N/O)n2)c1	-3.2	x	4.6%	12.2%	-0.1%	-0.4%	2.7%[46.1 µM]	-2.1%	8.6%	-9.2%
Cc1ccc(NC(=O)CCC(=O)OCC(=O)c2ccc(Oc3ccc([N+](=O)[O-])cc3)cc2)cc1C	-2.3	u	-2.2%	-1.4%	-4.7%	3.6%	0.8%	5.5%	2.7%	9.0%
COc1cc(/C=N/N=C(/C(=O)c2ccccc2)c2ccccc2)cc(OC)c1O	-7.1	-6.1%	-26.8%	-4.0%	-3.3%	26.0%	-8.6%[46.1 µM]	12.6%	-16.7%	u
COc1ccc(C(=O)CC(=O)C(=O)Nc2ccc(OC)c(Cl)c2)cc1	15.3	-5.4%	-0.4%	5.3%	-1.8%	6.7%	-1.0%	-6.3%	2.7%	0.5%
Cc1[nH]c2ccccc2c1C(=O)CSc1nc2ccccc2c(=O)n1-c1ccccc1F	-0.1	0.8%	x	-2.4%	x	2.2%	x	0.0%	x	-22.4%
O=C1CN(C(=O)COC(=O)c2cccc(OCc3ccccc3)c2)c2ccccc2N1	-7.4	10.5%	-4.8%	2.0%	u	12.8%	11.3%[46.1 µM]	3.1%	11.2%	-2.0%
O=C(c1cccc(S(=O)(=O)N2CCCCCC2)c1)N1CCN(c2ccccc2)CC1	-7.7	-0.8%	-2.2%	-1.1%	1.4%	3.9%	-3.6%	6.2%	-18.5%	1.1%
COc1ccc(-c2cc3ccc(O)cc3oc2=O)cc1	0.1	u	i	34.6%	-3.8%	4.8%	-0.6%	u	-2.8%	32.9%[activator]
CN(C)/C=C/C(=O)c1cccc(Oc2ncccn2)c1	-4.5	-10.8%	-1.0%	1.8%	-0.7%	7.2%	2.5%	-7.4%	-22.2%	-0.2%
O=C(N/C(=C/c1cccc(Br)c1)c1nc(=S)[nH][nH]1)c1ccccc1	-22.8	28.8%	-19.5%	-8.0%	-1.9%	-27.2%	-2.4%[46.1 µM]	0.8%	-30.7%	u
S=C(NCc1ccco1)N1CCN(C(c2ccccc2)c2ccccc2)CC1	7.1	-6.6%	-2.6%	-8.7%	-2.7%	1.3%	1.8%	8.6%	0.0%	x
C/C(CCc1ccc2c(c1)OCO2)=N\N=C1\NC(=O)CC(C(=O)Nc2ccc(Cl)cc2)S1 (stereo not drawn)	-3.9	-3.8%	-10.0%	-5.3%	-9.1%	23.2%	-6.8%	-0.7%	19.7%	u
COc1ccc2cc(C#N)c(SCC(=O)N3CC(=O)Nc4ccccc43)nc2c1	5.5	-1.5%	9.4%	-8.5%	2.0%	1.3%	10.4%	-10.4%	-29.3%	x
COc1cccc(-n2cnc3cccc(N)c32)c1	-3.8	0.6%	10.0%	-2.7%	-3.9%	-2.6%	0.7%	-3.7%	0.3%	-23.8%

The list goes on (three carried over from the part before).
SMILES	TSHR antagonist	MBNL1 CUG block	ASM inhibitor	A-T KAP1 phos	PTAP TSG101 blk	MLL CXXC-DNA inh	TCR activator	Mito fusion act	Integrin act MD	Menin MLL FP TR
C/C(CCc1ccc2c(c1)OCO2)=N\N=C1\NC(=O)CC(C(=O)Nc2ccc(Cl)cc2)S1 (stereo not drawn)	-3.9	-3.8%	-10.0%	-5.3%	-9.1%	23.2%	-6.8%	-0.7%	19.7%	u
COc1ccc2cc(C#N)c(SCC(=O)N3CC(=O)Nc4ccccc43)nc2c1	5.5	-1.5%	9.4%	-8.5%	2.0%	1.3%	10.4%	-10.4%	-29.3%	x
COc1cccc(-n2cnc3cccc(N)c32)c1	-3.8	0.6%	10.0%	-2.7%	-3.9%	-2.6%	0.7%	-3.7%	0.3%	-23.8%
C=CCn1c(SCc2ccc(C(=O)Nc3ccccc3)cc2)nnc1-c1ccccc1	14.9	-17.6%	-15.1%	10.0%	-9.3%	-6.6%	-6.7%	-2.7%	9.1%[7.66 µM]	13.7%
N=c1sccn1CC(=O)Nc1ccc(S(N)(=O)=O)cc1	2.8	-3.3%	4.2%	4.4%	-5.1%	-9.0%	0.0%	-4.8%	-16.3%	x
CCCn1c(SCC(=O)Nc2ccc(OC)cc2[N+](=O)[O-])n[nH]c1=O	-0.1	u	-0.4%	0.8%	-0.6%	-2.3%	-4.4%	2.7%	14.5%	5.5%
Cc1ccccc1-c1nnc(SCc2ccccc2F)o1	-10.3	-3.0%	-3.3%	16.3%	-6.3%	-1.6%	-2.4%	1.9%	-9.4%	-26.2%
Cc1c(C(c2ccc(Br)cc2)c2c(C)n(C)n(-c3ccccc3)c2=O)c(=O)n(-c2ccccc2)n1C	4.4	-0.4%	-0.8%	-22.4%	-3.3%	10.0%	x	4.6%	16.9%	u
COC(C/C=C/[C@@H](O)[C@H](C)OCc1ccccc1)OC	x	x	3.9%	x	2.0%	x	3.5%	x	9.9%	x
